Screens (PubChem BioAssay)
Pin1 inh – inhibitors of human Pin1. Pin1 FP peptide displacement, HiFluor488, 10 min. hit rate 0.009% among 390,000. Q13526. AID 504891. Potency, µM (series often up to 115 µM), for inactives: at the highest dose activity, negative = inhibition, usual class: inhibitors; active means well fitted inhibition curve with a large enough effect in the polarisation, with a control signal flat, not every such curve was filed as active; inconclusive means small, poorly fitted or top-dose-only effect, or effect the other way, or a change in a side signal; inactive means no such curve, though single readings can be large or run the other way; the % refers to the polarisation; further: potency means the concentration at half of the fitted maximal effect; on the % scale 0 is the no-effect control and ±100 the full control effect
ERG Ets-DNA blk – blocks human ERG Ets domain binding to DNA; Potency, µM (titrated, usually from 76.9 µM), inactives show top-dose FP activity, negative = inhibition, hits mostly inhibitors; P11308; fluorescence polarization, His-ERG Ets domain / labelled DNA; hit rate 0.028% among 370,000; active means well fitted inhibition curve with a large enough effect in the polarisation, with a control signal flat; inconclusive means small, poorly fitted or top-dose-only effect, or effect the other way, or a change in a side signal; inactive means no such curve, though single readings can be large or run the other way; the % refers to the polarisation;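 further: polarization taken with two DNA probes labelled with fluorescein and Texas red; potency means the concentration at half of the fitted maximal effect; % of control where 0% means no effect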
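His-tagged ERG Ets domain (1 uM in the protein solution; 300mM KCl, 50mM Tris-HCl, 1mM EDTA, 1mM DTT, pH 7.5) received compound, then a probe mix of 5 nM fluorescein-DNA and 100nM Texas-615-DNA. Fluorescence polarization was read for both dyes.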
HP1b chromo inh – inhibitors of HP1-beta chromodomain binding to methylated histone tails. Potency, µM (highest dose often 114 µM), without a hit: at the highest dose activity change, negative = inhibition, hits mostly inhibitors. P83916. hit rate 0.56% among 390,000. AlphaScreen HP1-beta / biotin-H3K9me3 peptide binding; further: potency means the concentration at half of the fitted maximal effect; nearly all actives have a fitted effect of over 70% in size; inactives centre near 23
Target sequence (P83916 whole entry, looked up): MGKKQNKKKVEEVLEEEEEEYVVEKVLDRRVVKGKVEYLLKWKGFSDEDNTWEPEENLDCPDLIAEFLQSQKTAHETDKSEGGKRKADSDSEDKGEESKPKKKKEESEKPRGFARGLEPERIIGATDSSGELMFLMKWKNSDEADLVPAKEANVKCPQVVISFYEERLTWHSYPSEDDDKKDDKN
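HP1-beta protein (50 nM final) preincubated 30 min at room temperature with biotinylated H3(1-18)K9me3 peptide (50 nM) in PBS pH 7.4, 0.01% Tween-20, then compound added for 30 min. AlphaScreen streptavidin donor/nickel chelate acceptor beads (10 ug/mL final), 30 min dark, luminescence read.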
PI4K2A block – PI4K2A (human) kinase inhibition; Q9BTU6; AID 1346378; activity change, negative = inhibition, % at 76.9 µM; purified PI4K2A, ADP-Glo luminescence, 1 h; hits give low values; hit rate 0.13% among 420,000; in the data active means activity change below about -50%; inconclusive means mostly about -30% to -49%;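 further: -100% = wells without enzyme as full effect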
Target sequence (Q9BTU6 whole entry, looked up): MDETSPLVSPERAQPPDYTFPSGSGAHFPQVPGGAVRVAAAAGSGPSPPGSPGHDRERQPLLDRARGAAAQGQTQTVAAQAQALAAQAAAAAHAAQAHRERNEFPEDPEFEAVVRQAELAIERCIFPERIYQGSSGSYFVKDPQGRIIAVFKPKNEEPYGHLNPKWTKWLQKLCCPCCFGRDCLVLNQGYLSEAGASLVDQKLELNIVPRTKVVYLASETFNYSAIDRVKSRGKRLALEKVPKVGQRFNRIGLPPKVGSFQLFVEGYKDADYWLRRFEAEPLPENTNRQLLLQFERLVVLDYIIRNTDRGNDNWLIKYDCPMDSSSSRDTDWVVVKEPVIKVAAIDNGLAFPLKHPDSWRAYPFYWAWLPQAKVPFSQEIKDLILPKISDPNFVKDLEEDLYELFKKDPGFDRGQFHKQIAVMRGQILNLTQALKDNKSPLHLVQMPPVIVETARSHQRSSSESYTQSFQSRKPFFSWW
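PI4K2A activity was measured by ADP-Glo luminescence: enzyme (4 ug/mL stock) and phosphatidylinositol (1.2 mM stock) in Tris pH 7.5/MgCl2/EGTA/Triton X-100 buffer were reacted with ATP (300 microM stock) for one hour at ambient temperature.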
G9a block – inhibitors of human histone lysine methyltransferase G9a; Potency, µM (series often up to 102 µM), for inactives: top-dose activity, negative = inhibition, usual class: inhibitors; hit rate 8.8% among 350,000; AID 504332; G9a H3K9 monomethylation, AlphaScreen, 2 h; Q96KQ7; further: potency means the concentration at half of the fitted maximal effect; on the % scale 0 is the no-effect control and ±100 the full control effect; nearly all actives have a fitted effect of over 75% in size
Target sequence (Q96KQ7 913-1193 limits assumed): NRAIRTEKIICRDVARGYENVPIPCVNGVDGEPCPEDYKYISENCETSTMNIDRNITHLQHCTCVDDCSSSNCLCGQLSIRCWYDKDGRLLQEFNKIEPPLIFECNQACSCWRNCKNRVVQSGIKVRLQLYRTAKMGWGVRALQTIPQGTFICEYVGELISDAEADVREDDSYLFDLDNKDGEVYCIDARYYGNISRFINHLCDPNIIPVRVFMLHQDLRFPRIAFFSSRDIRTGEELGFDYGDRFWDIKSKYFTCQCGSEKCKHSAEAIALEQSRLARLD
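Quantitative HTS format: methyltransferase activity on a biotin-tagged H3K9 peptide is measured by AlphaScreen, using a rabbit anti-monomethyl-H3K9 antibody with streptavidin donor and anti-IgG acceptor beads. Final levels are 20 nM enzyme, 500 nM peptide, 20 uM SAM; 2 h RT.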
BAZ2B inh – inhibitors of human BAZ2B bromodomain | AlphaScreen BAZ2B-H3K14Ac peptide displacement | Q9UIF8 | Potency, µM (series often up to 114 µM), for the others: top-dose activity change, negative = inhibition, actives largely listed as inhibitors | hit rate 4.4% among 360,000; further: potency means the concentration at half of the fitted maximal effect; on the % scale 0 is the no-effect control and ±100 the full control effect; nearly all actives have a fitted effect of over 60% in size
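AlphaScreen displacement: compounds (up to 110uM) incubated 30 min at room temperature with a preformed 50 nM BAZ2B/50 nM biotinylated H3K14Ac peptide complex in PBS pH 7.4 with Tween-20. Donor and acceptor beads at 10 ug/mL final added, 20 min light-protected before reading.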
GLS inh – glutaminase GLS (human) inhibition. O94925. GLS enzymatic activity, qHTS titration. Potency, µM (series often up to 45.5 µM), for the others: top-dose activity change, negative = inhibition, hits mostly inhibitors. hit rate 0.21% among 410,000. AID 624170; further: potency means the concentration at half of the fitted maximal effect; on the % scale 0 is the no-effect control and ±100 the full control effect
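Assay buffer: 45 mM KH2PO4 pH 8.2, 0.02% Tween-20. hKGA acts on L-glutamine (1 mM solution added); product glutamate is reported by an oxidase/peroxidase Amplex Red coupling, with fluorescence taken at baseline and 30 min.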
Tb PGK inh – inhibitors of T. brucei phosphoglycerate kinase; P07378; PGK/GAPDH coupled, Kinase-Glo luminescence, 60 min; Potency, µM (series often up to 57.5 µM), for the others: at the highest dose activity change, negative = inhibition, actives largely listed as inhibitors; hit rate 0.043% among 380,000; further: potency means the concentration at half of the fitted maximal effect; on the % scale 0 is the no-effect control and ±100 the full control effect; nearly all actives have a fitted effect of over 60% in size
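Luminescent ATP detection (Kinase-Glo Plus) follows a 60-minute room-temperature incubation, with wells lacking PGK as controls. Buffer: 100 mM TEA (pH 7.6), 5 mM MgCl2, 0.01% Tween-20. Coupling enzyme GAPDH (100 nM final) supplies unstable 1,3-BPG in-well.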
JMJD2A Tudor – JMJD2A Tudor domain (human) inhibition; O75164; AlphaScreen JMJD2A-Tudor / H3K4me3 peptide binding; Potency, µM (highest dose often 114 µM), for inactives: top-dose activity change, negative = inhibition, most hits filed as inhibitors; hit rate 4.4% among 390,000; AID 504339; further: potency means the concentration at half of the fitted maximal effect; on the % scale 0 is the no-effect control and ±100 the full control effect; nearly all actives have a fitted effect of over 50% in size
* hit, by the source's call; i = inactive; ? = inconclusive; · = no result given; & = joins results of further samples; [ ] = another dose, or the depositor's remark. Unless noted, the call rests on the fitted dose curve; in most records, active means well fitted curve in the direction sought with a large enough effect; inconclusive means small, poorly fitted or top-dose-only effect, or another doubt; inactive means no such curve, though single readings can be large; an effect the other way counts as inactive or inconclusive.

SMILES	Pin1 inh	ERG Ets-DNA blk	HP1b chromo inh	PI4K2A block	G9a block	BAZ2B inh	GLS inh	Tb PGK inh	JMJD2A Tudor
CC(=O)Nc1ccc(S(=O)(=O)NCc2ccncc2)cc1	-8%	14%	30%	-8	6%[12.7 µM]	?	13%	i	-4%
CC(=O)C1=C(C)NC(SCC(N)=O)=C(C#N)C1c1cccs1 (stereo unspecified)	-1%	·	19%	0	?	-4%	15%	-6%	-14%
CCCn1c(=O)c2sccc2n2c(CCCC(=O)NCCOC)nnc12	-3%	1%	21%	-2	-5%[59 µM]	-11%	-10%	i	-9%
COc1cccc(N2CC(C(=O)Nc3nnc(SCc4cccnc4)s3)CC2=O)c1 (stereo unspecified)	4%	·	1%	-7	?	-33%	11%	-3%	-19%
O=C(NCC(=O)N1CCN(c2ncc(C(F)(F)F)cc2Cl)CC1)c1ccc(Br)o1	1%	3%	9%	6	·	-35%	0%	-1%	-13%
CCCOc1ccc(C(=O)Nc2ccc3oc(-c4ccc5ccccc5c4)nc3c2)cc1	-1%	-2%	45%[activator]	0	-27%[59 µM]	5%	-6%	i	-11%
COc1ccc(CCNc2cc(C)nc3c(-c4ccccc4)c(C)nn23)cc1OC	-1%	1%	46%[activator]	1	28%[59 µM]	-39%	-1%	-6%	-4%
COC(=O)c1ccc2c(=O)n(CCCCCC(=O)NCc3ccc(Cl)cc3)c(=O)[nH]c2c1	-1%	0%	27%	3	9%[59 µM]	-2%	-27%	6%	-17%
CCc1nnc(NC(=O)CSc2nc(-c3ccc(F)cc3)cc(-c3ccccc3)c2C#N)s1	-1%	11%	25%	-3	3.2µM*	-3%	3%	·	-13%
O=C1[C@@H]2C(c3cccnc3)=NO[C@@H]2C(=O)N1c1ccc2ccccc2c1	1%	4%	?	2	·	-9%	-14%	1%	79µM*
O=C(c1ccc2nc(Cc3cccc(Cl)c3)oc2c1)N1CCC[C@H]1CO	-5%	3%	25%	0	10%	-15%	-4%	7%	-17%
O=C(CCSc1nc(-c2ccc3c(c2)OCO3)cc(C(F)(F)F)n1)NCc1ccccc1	1%	-1%	23%	8	-6%[59 µM]	6%	13%	-3%	-5%
O=C(O)c1ccc(C(=O)O)c(C(=O)c2ccccc2)c1	-3%	0%	25%	0	-35%[59 µM]	-32%	3%	0%	?
Cc1cccc(-c2nc(-c3ccc4c(c3)[nH]c(=O)n4C)no2)c1	0%	0%	24%[57 µM]	1	18%[59 µM]	4%	3%	1%	7%
O=c1[nH]nc(SCCS(=O)(=O)c2ccc(F)cc2)n1-c1ccc2c(c1)OCCO2	-1%	0%	37%	8	·	1%	10%	2%	0%

Another view of some results above.
Pin1 inh	ERG Ets-DNA blk	HP1b chromo inh	PI4K2A block	G9a block	BAZ2B inh	GLS inh	Tb PGK inh	JMJD2A Tudor	compound
-3%	1%	21%	-2	-5%[59 µM]	-11%	-10%	i	-9%	CCCn1c(=O)c2sccc2n2c(CCCC(=O)NCCOC)nnc12
4%	·	1%	-7	?	-33%	11%	-3%	-19%	COc1cccc(N2CC(C(=O)Nc3nnc(SCc4cccnc4)s3)CC2=O)c1 (stereo unspecified)

(further entries)
SMILES	Pin1 inh	ERG Ets-DNA blk	HP1b chromo inh	PI4K2A block	G9a block	BAZ2B inh	GLS inh	Tb PGK inh	JMJD2A Tudor
CCCCN(CC)CCNC(=O)C1CCCN(S(=O)(=O)c2cccc3nsnc23)C1 (stereo unspecified)	-2%&-1%	13%&0%	32%&28%	-2&-3	4%	-1%	5%&-5%	-6%	-10%&-18%
COCC(=O)Nc1ccc(OC)c(Cl)c1	-1%	21%	29%	-5	-24%	-14%	16%	-7%	-8%
COc1cccc(C(=O)N(C)C(C)c2nc3ccccc3s2)c1 (stereo unspecified)	1%	8%	17%	-9	0%	-14%	4%	-3%	-1%
CCC1CCCCN1CCCNC(=O)c1ccc2c(=O)n(Cc3ccc(OC)cc3)c(=O)[nH]c2c1 (stereo unspecified)	5%	-3%	22%	3	-5%	7%	1%	-8%	-15%
Cc1ccc(CNC(=O)C(=O)NCCC2CCCCN2S(=O)(=O)c2ccc(C)cc2)cc1 (stereo unspecified)	-2%	·	35%	-3	-22%	6%	7%	-1%	-13%
Cc1ccc(SCc2nc(-c3ccc(C(=O)NCc4ccccc4Cl)cc3)oc2C)cc1	14%	3%	44%	0	5%[59 µM]	-6%	1%	-2%	3%
COc1ccc(/C=C2/CCOC2=O)cc1	-16%	7%	34%	2	24%[59 µM]	-6%	7%	2%	3%
O=C(O)C1CCCCC1C(=O)NCc1cn2ccccc2n1 (stereo unspecified)	-1%	0%	38%	2	-5%	-3%	0%	1%	-5%
O=C(NC1CCCC1)C1CC(=O)N(c2ccc(F)c(Cl)c2)C1 (stereo unspecified)	0%	-13%	40%[activator]	-2	-8%	0%	0%	i	-1%
CC1CCCCN1CC(=O)Nc1ccc(N2CCCCCC2)cc1 (stereo unspecified)	0%	-2%	22µM*	-3	3.2µM*	11µM*	?	2%	1.4µM*
CCC(=O)Nc1cc(-c2nn(C)c(=O)c3ccccc23)ccc1N1CCCCC1	3%	5%	21%	2	-11%[12.7 µM]	7%	-2%	-4%	-17%
Cc1cccc(C)c1NC(=O)Nc1ccc(S(N)(=O)=O)cc1	3%	-4%	31%	-5	4%	-24%	-6%	i	-9%
Cc1onc(-c2ccccc2)c1C(=O)NCc1ccc(F)cc1	-9%	4%	27%	0	·	·	2%	i	9%
CCCNC(=O)CSc1nccn1Cc1ccco1	-1%	-10%	16%	1	17%[59 µM]	-3%	-15%	-8%	1%
CCOC(=O)C1=C(C)N(C)C(=O)NC1c1c(OC)ccc2ccccc12 (stereo unspecified)	-7%	-7%	44%[activator]	0	·	-39%	-9%	6%	-3%
Cc1ccc(C2SCCN2C(=O)c2ccc([N+](=O)[O-])cc2)cc1 (stereo unspecified)	1%	5%	-17%	2	?	?	23%	2%	?
CCOc1ccccc1NC(=O)Cn1c(=O)n(-c2ccccc2)c(=O)c2oc3ccccc3c21	-1%	4%	6%	-2	?	1%	6%	-10%	-20%
C=CCN(CC=C)S(=O)(=O)c1ccc(NC(=S)NC(=O)c2ccc(-c3ccccc3)cc2)cc1	21%	3%	-8%	-2	-30%[2.33 µM]	-26%	5%	i	-30%
N#Cc1c(/N=C/c2ccc(-c3ccc(C(=O)O)c(Cl)c3)o2)sc2c1CCCC2	-3%	-6%	?	8	-48%[12.7 µM]	?	-4%	-7%	?
COc1cc(NC(=O)CCc2ccccc2)c(C(=O)O)cc1OC	1%	-4%	50%[activator]	1	10%[59 µM]	0%	2%	i	0%
Cc1ccc(-c2nn(-c3cc(Cl)ccc3[N+](=O)[O-])c(=O)c3ccccc23)cc1C	3%	6%	?	-13	-5%[0.501 µM]	45µM*	-24%	-9%	?
O=C(CSc1ncnc2c1oc1ccccc12)NCc1ccc(F)cc1	-1%	-7%	43%[activator]	7	-8%	4%	-8%	-8%	-3%
COC(=O)/C=C1\SC(=NC(=O)c2ccc(OC)cc2)NC1=O	1%	2%	9%	2	?	5%	-4%	9%	-14%
O=C(CCCCCn1c(=O)[nH]c2ccccc2c1=O)NCc1ccc(Cl)cc1	2%	2%	32%	-2	0%[59 µM]	3%	?	-5%	-11%
CCc1ccccc1-n1c(-c2ccncc2)n[nH]c1=S	-4%	8%	28%	6	5.6µM*	0%	-2%	-3%	10µM*
CCOc1cccc2cc(C(=O)NCc3ccc(OC)cc3)c(=N)oc12	4%	12%	35%[activator]	-1	33%	-22%	-1%	i	-1%
COc1ccc(CNC(=O)Cn2c(SCC(=O)N(C)c3ccccc3)nc3ccccc32)cc1	-3%	-6%	35%	-3	14%[59 µM]	-14%	3%	-1%	-33%
CC(NC(=O)C1CCCN(S(=O)(=O)c2ccc(-n3cnnn3)cc2)C1)c1ccc(F)cc1 (stereo unspecified)	8%	-2%	-17%	5	11%	-4%	1%	-9%	-19%
COc1ccc2cc3c(N)nn(C(=O)C4CCC(C(C)(C)C)CC4)c3nc2c1 (stereo unspecified)	?	11%	42%[activator]	-4	12%	-6%	-10%	-9%	-19%
CSc1ncc(CN2CCN(C3CCCCC3)C(CCO)C2)cn1 (stereo unspecified)	-2%	2%	25%	7	·	-5%	2%	-2%	-9%
COc1ccccc1N(Cc1ccccc1)S(=O)(=O)c1cccc(C(=O)NC2CC(C)(C)NC(C)(C)C2)c1	9%	6%	7%	3	-46%	-6%	-15%	i	-22%
CC(C)(C)NC(=O)c1ccc(NC(=O)CSc2ccccc2)cc1	-1%	-2%	28%	3	-3%	-18%	-1%	1%	-8%
O=C(c1cccnc1)N1CCN(C(=O)c2cccs2)CC1	-7%	5%	27%	-18	1%[12.7 µM]	12%	-20%	i	-4%
CCc1nnc(NC(=O)CSc2nnc(-c3ccco3)o2)s1	0%	-3%	42%[activator]	-1	-2%	·	5%	-1%	-22%
CCn1nnnc1SCC(=O)c1cc(OC)ccc1OC	0%	0%	22%	6	?	-1%	0%	-5%	5%
O=C(Nc1cnccn1)C1c2ccccc2Oc2ccccc21	1%	11%	15%	-1	6%[59 µM]	9%	1%	-1%	-14%
CCCc1ccc2oc(C(=O)N3CCC(N4CCCC(O)C4)CC3)c(C)c2c1 (stereo unspecified)	3%	18%	43%[activator]	0	-38%	-6%	-2%	-8%	-21%
